Source: PubChem BioAssay
RAD54 inh: inhibitors of human RAD54 branch migration, primary screen, biochemical, fluorescence, single point; DNA repair and recombination protein RAD54-like (Homo sapiens), Q92698; RAD54 Holliday junction branch migration, FAM/BHQ fluorescence; inhibition, % at 10.4 µM; hit rate 0.14% among 360,000;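 active = mean normalized replicate activity at least 40 and at least half of replicates scoring 40 or more; inconclusive = only one of the two criteria met; inactive = mean below 40 and under half of replicates reaching 40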;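 note: 0% = median of neutral control wells and 100% = median of positive control wells; inhibitors cause a drop in the FAM fluorescence signal; in these data hits start at about 50%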
DENV2 CPE rescue: inhibitors of DENV2 cytopathic effect, primary screen, cell-based, plate reader, single concentration; AID 651640, 2012; CPE inhibition, % at 9.99 µM; hit rate 1.7% among 350,000; DENV2-infected cells, cytopathic effect rescue; in the data active = CPE inhibition above about 20%, passing the limit was not always enough; inconclusive = no clear call, values can overlap the other calls; tested in BHK-21 cells;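 note: 0% = median of neutral control wells and 100% = median of positive control wells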
CFTR F508del cor: F508del CFTR correction, initial screen, CFBE line, single point; CFBE cells, YFP halide quenching; stimulated with forskolin plus potentiator P3; % fluorescence drop versus neutral controls; activity (quench increase), % at 7.58 µM; hit rate 0.36% among 350,000; AID 720511, 2013;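 active = mean added fluorescence quench of at least 8% versus neutral control, with both replicates also reaching 8%; inconclusive = only one of the mean or replicate conditions met; inactive = mean below 8% and not both replicates reaching 8%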;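 note: cells transiently co-express mutant CFTR-F508del with the halide-sensitive YFP; corrector assay measuring rescue of mutant channel to the surface after 24 h compound exposure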
GSIS activator: GLuc luminescence reporter in INS-1E cells, primary screen for activators of glucose-dependent secretion of insulin | INS-1E GLuc reporter insulin secretion, 2-3 h | activation, % at 16.6 µM | hit rate 0.61% among 370,000 | AID 743287, 2014;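 active = lowest replicate activation of at least 40%, so every replicate reaches that level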;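 note: 0% = median of neutral control wells and 100% = median of IBMX positive control wells; some compounds called inactive have numbers as strong as hits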
XiGFP reactiv: activators of inactive X chromosome reactivation, primary screen, imaging, XiGFP fibroblasts, GFP high-content imaging, set 2. AID 743238, 2013. hit rate 0.055% among 360,000. XiGFP mouse fibroblasts, % GFP-positive cells imaging, 3 d; cells co-treated with 5-aza-dC sensitizer; scaled so ellipticine positive control = 100%. activation, % at 7.58 µM;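 active = mean normalized replicate activation at least 10% and every replicate at or above 10%; inconclusive = only one of the two criteria met; inactive = mean below 10% and not all replicates reach 10%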;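 note: 0% = median of on-plate neutral control wells and 100% = ellipticine 6 µM median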
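System: 68-5-11 XiGFP fibroblast line | Buffer or medium: DMEM containing 5-aza-dC | Compound: Single point | Times: Compounds 3 days, fix/stain 15 min at room temperature | Benchmarks: Positive control ellipticine, 6 µM final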
CASP6 VEID inh: human caspase-6 inhibitors, primary screen, biochemical, VEID-R110 fluorescence, single point, set 2; purified caspase-6, Z-VEID-R110 cleavage fluorescence; hit rate 0.53% among 350,000; P55212; inhibition, % at 12.5 µM;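 active = mean inhibition across replicates at least about 35%, with every replicate also reaching that limit, limit read from the data; inconclusive = only one of the two criteria met; inactive = neither criterion met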;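 note: 0% = median of neutral control wells and 100% = no fluorescence left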
Target sequence (P55212 24-179 limits assumed): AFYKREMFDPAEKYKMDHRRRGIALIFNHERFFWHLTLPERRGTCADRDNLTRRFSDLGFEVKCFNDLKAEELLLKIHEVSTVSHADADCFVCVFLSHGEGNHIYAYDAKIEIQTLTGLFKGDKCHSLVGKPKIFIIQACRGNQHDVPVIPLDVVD
Target sequence (P55212 194-293 limits assumed): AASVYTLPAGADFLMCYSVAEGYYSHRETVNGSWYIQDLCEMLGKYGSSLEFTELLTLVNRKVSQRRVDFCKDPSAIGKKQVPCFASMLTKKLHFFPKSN
E-selectin induc: E-selectin induction in HUVECs, primary screen, imaging, HUVEC, immunofluorescence imaging, single point; P16581; hit rate 0.37% among 260,000; normalized: neutral wells 0, TNF-alpha wells 100; activation, % at 7.58 µM;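 active = mean E-selectin-positive cell signal at least 10% of the positive control, reached in at least 60% of replicates, without over 20% cell loss; inconclusive = no rule given, readout overlaps actives, possibly toxicity-flagged; inactive = the rest, including those meeting only one limit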;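 note: in these data hits start at about 27%; measured in HUVEC primary endothelial cells; signal is the percent of cells scored E-selectin positive by PE staining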
Target sequence (P16581 whole entry, looked up): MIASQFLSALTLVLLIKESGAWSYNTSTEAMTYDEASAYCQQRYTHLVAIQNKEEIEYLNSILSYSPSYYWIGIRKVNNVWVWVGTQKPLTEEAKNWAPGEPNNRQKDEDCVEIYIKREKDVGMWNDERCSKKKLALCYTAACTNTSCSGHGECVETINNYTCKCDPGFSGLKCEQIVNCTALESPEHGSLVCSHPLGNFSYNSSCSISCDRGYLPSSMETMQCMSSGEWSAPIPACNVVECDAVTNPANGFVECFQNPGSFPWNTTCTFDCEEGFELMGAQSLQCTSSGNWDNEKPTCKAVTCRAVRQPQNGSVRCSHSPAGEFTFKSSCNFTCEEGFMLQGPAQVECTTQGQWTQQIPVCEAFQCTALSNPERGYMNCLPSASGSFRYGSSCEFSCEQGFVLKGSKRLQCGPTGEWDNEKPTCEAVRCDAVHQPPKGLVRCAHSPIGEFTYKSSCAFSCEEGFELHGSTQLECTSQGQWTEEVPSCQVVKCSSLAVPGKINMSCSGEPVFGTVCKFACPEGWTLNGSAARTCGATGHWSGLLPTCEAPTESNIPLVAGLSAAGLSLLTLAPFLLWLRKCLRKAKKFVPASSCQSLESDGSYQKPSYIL
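Read-out basis: % PE-positive cells; Test system: HUVEC primary endothelial cells; Technique: immunofluorescence imaging; Dosing: single-point compound dose.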
RAD52 inh: RAD52 DNA annealing inhibitors, primary screen, biochemical, FRET, single point, set 2 | recombinant RAD52 DNA annealing, FRET fluorescence | inhibition, % at 18.7 µM | hit rate 0.46% among 360,000 | AID 651710, 2012;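 active = every replicate showing at least 50% inhibition; inconclusive = mean inhibition at least 50% but not in every replicate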
Numbers without * were called inactive; ? = inconclusive; . = no result given.

compound	RAD54 inh	DENV2 CPE rescue	CFTR F508del cor	GSIS activator	XiGFP reactiv	CASP6 VEID inh	E-selectin induc	RAD52 inh
C[C@@H]1CN([C@H](C)CO)S(=O)(=O)c2ccc(C#Cc3ccc(F)cc3)cc2O[C@H]1CN(C)S(=O)(=O)c1ccc(F)cc1	12	1	3.6	0	-0.1	-1	-0.2	4
CN(N=Nc1nc[nH]c1C(=O)NN)C1CCCCC1	.	?	0.1	-6	0.2	1	0.3	-6
Cn1c(Cc2ccccc2)nc(=O)c2ccccc21	-1	4	4.3	10	.	4	.	-7
Cc1cc(C(=O)C(=O)O)c(C)n1-c1ccc(Cl)c(Cl)c1	7	10	-1.0	-9	0.0	-2	.	-10
C/C(=N\NC(=O)c1cccc(N/N=C(\C)c2cc(O)ccc2O)c1)c1cc(O)ccc1O	.	-5	1.5	-2	0.2	-3	-0.3	-14
C[C@H]1CN([C@@H](C)CO)C(=O)c2ccccc2-c2ccccc2CO[C@H]1CN(C)S(=O)(=O)c1ccsc1	1	3	-2.1	-11	-0.2	1	-0.5	10
Cc1occc1-c1nnc(SCC(=O)NC2CCC(C)CC2)o1 (configuration not stated)	-2	-2	-0.9	-3	-0.1	2	.	-18
COc1cnc(-c2cccc(C(F)(F)F)c2)[nH]c1=O	.	-3	-0.3	-4	0.1	-1	.	-11
CO[C@@H]1CN(C)C(=O)c2cc(NC(C)=O)ccc2OC[C@H](C)NC[C@H]1C	-5	-8	-0.2	1	-0.1	-1	-0.3	4
COC(=O)c1c(CCl)noc1C(=O)NCC1CCCO1 (configuration not stated)	2	33*	0.8	10	-0.3	-1	-0.2	-14
COc1ccc(NC(=O)N(C)C[C@H]2Oc3c(NS(=O)(=O)c4ccc(C)cc4)cccc3C(=O)N([C@H](C)CO)C[C@@H]2C)cc1	0	-6	0.2	0	-0.2	0	0.3	5
O=C(C[C@@H]1CC[C@H]2[C@@H](COC[C@@H](O)CN2S(=O)(=O)c2ccccc2F)O1)NCc1ccccc1F	-8	-1	-0.7	8	0.0	3	0.0	9
C[C@@H]1CN([C@H](C)CO)S(=O)(=O)c2ccc(/C=C/c3ccccc3)cc2O[C@H]1CN(C)C(=O)c1cccnc1	-3	-1	2.1	-21	-1.3	-3	-0.5	7
Cc1cccc(C)c1NC(=O)CN1C(=O)NC(C)(CCc2ccccc2)C1=O (configuration not stated)	.	8	-4.1	-9	0.3	0	.	-9
N#CCSc1nc2c(c(C3CC=CCC3)c1C#N)CCC2 (configuration not stated)	-2	.	.	.	.	0	0.4	-12
OCC[C@H]1C[C@H](O)[C@@H](O)[C@@]2(CCc3ccccc3O2)O1	-5	18	1.7	2	-0.3	0	0.0	-8
CC(Sc1nnnn1C)C(=O)Nc1cc(S(=O)(=O)N2CCCCC2)ccc1Cl (configuration not stated)	14	-1	3.5	11	0.1	2	.	-9
Cc1ccc(S(=O)(=O)Nc2ccccc2OC(C(=O)OC(C)(C)C)C(=O)OC(C)(C)C)cc1	.	4	-3.3	-7	0.0	3	-0.1	-12
Cc1cc(NC(=O)NCc2ccccc2)c(=O)n(Cc2ccccc2F)c1	-6	3	0.9	-4	0.2	2	.	-25
Cc1ccc(-c2csc(NC(=O)Cc3ccc(F)cc3)n2)o1	-3	.	0.3	27	-0.1	6	1.9	-30
CCC(=NCCc1c(C)[nH]c2ccc(C)cc12)C1=C(O)CC(c2ccccc2)CC1=O (configuration not stated)	.	-3	.	-20	1.4	1	0.9	-33
CCO[C@@H]1OC(C(=O)NCc2nc3ccccc3[nH]2)=C[C@H](C(C)(C)C)[C@H]1CCCO	2	-4	5.0	-16	8.4	-1	-0.1	-8
CC(=O)c1cccc(Nc2ccc(-c3ccccc3F)nn2)c1	.	-5	-0.9	7	0.0	-4	2.9	-15
Cc1nn(CC(=O)c2ccc3c(c2)OCCO3)c(=O)c(C#N)c1C	-11	-6	0.7	.	0.2	4	0.0	-4
CC(C)OCc1c(C(=O)OC/C(O)=C(\C#N)c2nc3ccccc3[nH]2)oc2ccccc12	.	-1	-2.4	48	0.0	6	.	-20
O=C1NC(c2ccc(-c3ccccc3[N+](=O)[O-])o2)C(C(=O)c2ccccc2)C(O)(C(F)(F)F)N1 (configuration not stated)	.	.	0.4	-4	-0.1	5	.	-2
Cc1nn(-c2ccccc2)c(C)c1C(=O)NNC(=O)C(F)(F)F	2	-1	-2.6	-5	0.3	-2	0.2	-16
Cc1ccc(SCC(=O)OCC(=O)N(C)CC(=O)Nc2ccccc2Cl)cc1C	-2	1	-3.6	9	0.0	5	-0.3	1
CCC(=O)N1CCc2cc(S(=O)(=O)CCC(=O)NCc3ccco3)ccc21	.	9	1.6	3	0.0	-1	0.1	-8
COc1cccc(-c2ccc(CC[C@H]3O[C@H]4CC[C@@H](CO)O[C@H]4C[C@@H]3NC(=O)c3cnccn3)cc2)c1	.	?	-2.3	.	.	-1	.	-8
O=C(NC1CCCC1)C(=O)N(Cc1cccnc1)C(C(=O)NCC1CCCO1)c1ccco1 (configuration not stated)	.	.	-0.9	-1	0.4	1	.	-2
C[C@H](NC(=O)C[C@@H]1CC[C@H](NC(=O)C2CCC2)[C@@H](CO)O1)c1ccccc1	-1	-4	-0.6	6	-0.3	-3	-0.1	11
CNC[C@@H]1Oc2ccc(NC(=O)Nc3ccc(F)cc3)cc2CC(=O)N([C@@H](C)CO)C[C@H]1C	2	2	-2.0	15	-0.1	-1	0.0	-10
CCc1nn(C(CC)C(=O)NCCCN2CC(C)CC(C)C2)c(=O)c2cc3oc(C)cc3n12 (configuration not stated)	8	6	0.2	7	0.1	-6	.	-7
COCC(=O)NC[C@@H]1[C@@H](c2ccccc2)[C@H](CO)N1C(=O)c1ccccc1	-4	-8	-2.0	-2	0.2	8	?	-4
CCN(CC)c1ccc(N)cc1S(=O)(=O)Nc1ccccc1OC	8	5	0.9	.	-0.3	-2	-0.2	-6
CC(NC(=O)c1ccc(Br)s1)c1ccncc1 (configuration not stated)	.	-3	-2.3	-22	0.0	1	.	-24
COc1ccccc1S(=O)(=O)N(C)C[C@H]1OCc2ccccc2-c2ccccc2C(=O)N([C@@H](C)CO)C[C@H]1C	3	5	1.5	1	0.2	1	0.1	-8
Cc1cc(NCc2ccccn2)n2ncc(-c3ccccc3)c2n1	-7	-11	8.5*	-5	-0.1	1	.	-10
CCCNC(=O)N[C@@H]1C=C[C@H](CC(=O)NC2CCCCC2)O[C@H]1CO	-3	6	0.7	7	0.0	2	-0.3	6
CCCCc1cc(=O)oc2cc(C)cc(OCC(=O)N[C@@H](CSCc3ccccc3)C(=O)O)c12	-4	1	1.3	.	.	0	.	-2
NC(=O)c1ccsc1NC(=O)CSc1nnc2ccccn12	-9	?	1.5	-2	0.1	-3	0.2	-7
O=c1[nH]c(Sc2ccc([N+](=O)[O-])cc2[N+](=O)[O-])nc2ccccc12	-3	-1	0.7	-9	0.1	1	-0.2	-20
O=C(CCOc1ccccc1)Nc1ccnn1C1CCN(C(=O)CCC(F)(F)F)CC1	0	4	0.1	7	0.0	-5	.	-19
CC#CCN1c2ccccc2[C@]23C[C@@H](C(=O)OC)N(C(=O)NC4CCCCC4)C2=NC(C(=O)OC)=C(C(=O)OC)[C@H]13	-5	0	0.9	.	-0.2	-1	-0.1	-16
Nc1cc2c3c(cccc3c1)C(=O)N(CCN1CCCC1)C2=O	90*	6	2.3	-1	9.0	-9	1.3	3
COc1cccc(C(NC(C)=O)c2nc(-c3ccc(C)c(C)c3)cs2)c1 (configuration not stated)	7	11	-5.1	.	-0.1	1	2.1	-9
COc1cc(-n2c(C)nc3cccnc32)c(Cl)cc1C(=O)O	-7	-4	-0.8	21	0.0	1	-0.1	-13
C[C@H](O)[C@@H]1C(=O)N2CCc3ccc(N4CCN(C)CC4)cc3[C@@H]2C[C@@H]1N(C)C(=O)c1cccnc1	-3	-12	-1.0	.	0.2	-6	.	2
Cc1cc(Cl)ccc1OCc1cn2cccnc2n1	.	-2	-3.2	18	0.1	0	1.3	-18
CCCc1cc(=O)[nH]c(SCC(=O)N2CCN(S(=O)(=O)c3ccc(C)cc3C)CC2)n1	3	.	.	-14	0.3	.	-0.1	.
CSc1ccccc1NC(=O)CN(C)C(C)C(=O)Nc1ccc(C#N)cc1 (configuration not stated)	1	-4	-1.7	-9	-0.1	.	-0.1	-3
CCOc1ccc(NC(=O)COC(=O)Cc2ccsc2)cc1	-2	-7	2.1	0	0.3	-1	-0.3	-20
COc1ccc(CN(C)C[C@@H]2OCCCC[C@H](C)Oc3ccc(NS(=O)(=O)c4ccc(OC)cc4)cc3C(=O)N([C@H](C)CO)C[C@H]2C)cc1	-7	-4	-0.4	-20	0.1	.	-0.2	.
CCOc1ccccc1NC(=O)c1ccc(OCC(=O)N2CCOCC2)c(OC)c1	-6	11	-0.9	28	0.2	-3	1.0	1
COc1ccc(/C=C/CN2CCC(C(=O)NC(c3ccc(F)cc3)c3ccc4ccccc4n3)CC2)cc1 (configuration not stated)	-2	-7	1.7	-30	-0.1	2	0.1	-8
C[C@H]1CN([C@@H](C)CO)C(=O)c2cc(C3=CCCC3)cnc2O[C@@H]1CN(C)C(=O)C1CC1	.	.	2.5	7	-0.2	.	0.3	.
CS(=O)(=O)Nc1cccc(C2=NN(C(=O)c3ccco3)C(c3cccs3)C2)c1 (configuration not stated)	-7	-4	3.7	19	0.1	-1	-0.8	-47
CCOC(=O)c1cc(-c2ccccc2)nc2nc(N(CC)CC)sc12	-3	5	-0.5	13	0.2	-2	-0.1	-13
O=C(CSc1nncs1)NC1CCCCCCC1	0	.	-0.5	-16	-0.4	-4	.	-9

(continued)
compound	RAD54 inh	DENV2 CPE rescue	CFTR F508del cor	GSIS activator	XiGFP reactiv	CASP6 VEID inh	E-selectin induc	RAD52 inh
Cn1c(N)c(C(=O)COC(=O)c2ccnc3ccccc23)c(=O)n(C)c1=O	10	3	2.2	12	0.0	-6	0.9	-10
COc1cc(O)c(C(CC(=O)N2CCN(c3ccccc3)CC2)c2ccc(N(C)C)cc2)c(OC)c1 (configuration not stated)	1	-24	-1.2	-5	0.0	1	0.1	14
CN1CCN(C(=O)C[C@@H]2CC[C@@H]3[C@H](COC[C@@H](O)CN3C(=O)C3CCCC3)O2)CC1	-8	0	0.7	4	0.2	-1	-0.1	-57
CCC(=O)Nc1ccc2c(c1)C(=O)N(C)[C@H]1CC[C@H](CC(=O)NCCOC)O[C@H]1CO2	-2	-5	-0.5	-5	0.1	-1	-0.2	-8

Outcome played no part in choosing rows (roughly 3.7% active in at least one column).
